Assay outcomes deposited in PubChem BioAssay by National Center for Advancing Translational Sciences (NCATS).
Tau fluor cs: counter-screen for tau fibril formation inhibitors; Potency, µM (highest dose often 57.7 µM), for the others: top-dose activity change, negative = decrease; actives 0.93% (n = 280,000); tau K18 P301L Alexa594 fluorescence, heparin fibrillization; note: potency is the fitted concentration of half-maximal effect; % is set by controls: 0 for no effect and ±100 for the full control effect; nearly all actives have a fitted effect of over 55% in size
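Human tau K18 P301L (15 uM unlabeled, 0.24 uM Alexa 594-labeled) in 100 mM sodium acetate pH 7 with 20 uM heparin, 6 hr at 37 C. ThT 30 uM added, 1 hr ambient; Alexa 594 FP and total fluorescence read at 555/632 nm.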
NPSR antag: neuropeptide S receptor (human) antagonism, cAMP; actives 1% (n = 220,000); Q6W5P4; AID 1461; Potency, µM (doses to about 38.3 µM), inactives show at the highest dose activity change, negative = inhibition, usual class: inhibitors; CHO-NPSR cells, cAMP TR-FRET, antagonist mode; note: potency is the fitted concentration of half-maximal effect; % is set by controls: 0 for no effect and ±100 for the full control effect; nearly all actives have a fitted effect of over 50% in size; many of its hits are not listed in these tables
Target sequence (Q6W5P4 whole entry, looked up): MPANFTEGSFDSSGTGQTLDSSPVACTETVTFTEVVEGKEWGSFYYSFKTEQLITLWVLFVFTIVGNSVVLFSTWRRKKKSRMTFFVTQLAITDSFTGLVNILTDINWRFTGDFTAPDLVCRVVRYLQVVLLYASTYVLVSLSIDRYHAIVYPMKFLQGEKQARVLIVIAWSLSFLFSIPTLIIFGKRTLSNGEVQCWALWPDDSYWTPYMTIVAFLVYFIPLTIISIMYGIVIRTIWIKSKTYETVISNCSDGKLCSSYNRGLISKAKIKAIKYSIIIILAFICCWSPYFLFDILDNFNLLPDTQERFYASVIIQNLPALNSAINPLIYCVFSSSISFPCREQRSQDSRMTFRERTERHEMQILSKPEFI
Epigenetic reg: derepresses silenced GFP reporter in murine cells; actives 0.2% (n = 280,000); Potency, µM (doses to about 53.9 µM), for inactives: at the top dose GFP activation, actives largely listed as activators; murine LDR cells, GFP reporter derepression, 30 h; note: potency is the fitted concentration of half-maximal effect; % of control where 0% means no effect; nearly all actives have a fitted effect of over 60% in size
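Murine LDR cells bearing a silenced CMV-driven GFP reporter were exposed to compound for 30 h at 37 C. After PBS washes, GFP-positive cells (20-120 um objects) counted by laser-scanning microplate cytometry.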
TexasRed fluor: Texas Red fluorescence interference in TRb-SRC2 counter-screen; TRb/SRC2 Texas Red total fluorescence interference; Potency, µM (highest dose often 106 µM), for the others: at the highest dose fluorescence change, negative = quenching; actives 0.29% (n = 280,000); AID 1479; active = well fitted curve in either direction with a large enough effect; inconclusive = small, poorly fitted or top-dose-only effect; note: potency is the fitted concentration of half-maximal effect; % is set by controls: 0 for no effect and ±100 for the full control effect
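Human TRb ligand-binding domain at 0.6 uM with 20 nM Texas Red SRC2 peptide in Tris buffer containing 1 uM T3 and 5% DMSO, incubated with compound 5 h at ambient temperature. Total fluorescence (555/632 nm) calculated as parallel + 2 × perpendicular.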
Tau FP inhib: blocks human tau fibril formation measured by polarization | P10636 | K18 P301L tau heparin fibrillization, Alexa594 FP, 6 h | Potency, µM (highest dose often 57.7 µM), without a hit: top-dose activity, negative = inhibition, hits mostly inhibitors | actives 0.39% (n = 280,000); note: potency is the fitted concentration of half-maximal effect; % is set by controls: 0 for no effect and ±100 for the full control effect; nearly all actives have a fitted effect of over 55% in size
Target sequence (P10636 561-689 P618L limits assumed): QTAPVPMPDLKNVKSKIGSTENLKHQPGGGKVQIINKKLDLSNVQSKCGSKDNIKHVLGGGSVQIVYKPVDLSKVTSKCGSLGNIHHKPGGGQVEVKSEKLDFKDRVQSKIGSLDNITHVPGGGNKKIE
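Steps: dispense K18 P301L tau (15 uM plus 0.24 uM Alexa 594 tracer, final) in pH 7 sodium acetate; add compound; add heparin (20 uM final); incubate 6 hr, 37 C; add ThT (30 uM final); after 1 hr ambient, read FP.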
TRb SRC2 PPI: TRbeta-SRC2 interaction inhibition; P10828; TRbeta-SRC2 peptide binding, fluorescence polarization; receptor liganded with 1 µM T3; Potency, µM (doses to about 106 µM), without a hit: at the top dose activity change, negative = inhibition, most hits filed as inhibitors; actives 0.065% (n = 280,000); AID 1469;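 note: potency is the fitted concentration of half-maximal effect; plate controls were bound peptide for no effect and peptide without receptor for full effect; nearly all actives have a fitted effect of over 50% in size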
Target sequence (P10828 whole entry, looked up): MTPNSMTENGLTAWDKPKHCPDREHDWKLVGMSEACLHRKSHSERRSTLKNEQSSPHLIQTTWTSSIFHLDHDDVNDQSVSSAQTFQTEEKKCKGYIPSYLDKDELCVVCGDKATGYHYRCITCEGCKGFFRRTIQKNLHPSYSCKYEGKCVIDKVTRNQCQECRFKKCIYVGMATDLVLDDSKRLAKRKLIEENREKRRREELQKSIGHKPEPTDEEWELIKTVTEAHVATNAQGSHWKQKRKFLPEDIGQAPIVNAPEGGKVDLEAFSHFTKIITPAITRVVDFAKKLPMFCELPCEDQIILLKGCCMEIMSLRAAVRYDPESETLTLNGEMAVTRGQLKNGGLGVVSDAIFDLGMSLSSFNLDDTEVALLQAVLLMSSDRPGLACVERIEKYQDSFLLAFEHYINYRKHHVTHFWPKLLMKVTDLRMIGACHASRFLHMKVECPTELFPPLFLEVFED
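TRb LBD 0.6 uM + Texas Red SRC2 peptide 20 nM, 1 uM T3, Tris buffer w/ 5% DMSO; compound pinned, 5 h RT; FP read ex 555/em 632; normalized to unbound and bound controls.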
CBFb-RUNX1 inh: inhibitors of human CBF-beta and RUNX1 interaction; Potency, µM (top dose mostly 59.8 µM), inactives show at the top dose activity, negative = inhibition, most hits filed as inhibitors; 230,000 tested, under 10 active; AID 1477; AlphaScreen CBFb-His/RUNX1-biotin binding, biochemical; Q01196+Q13951; note: % of control where 0% means no effect
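CBF-beta (His) and RUNX1 (biotin), 30 nM each; 20 min preassociation; + compound, 15 min; + beads 50 ng each (Ni, streptavidin), 90 min; RT; AlphaScreen read.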
aGal spleen mod: alpha-galactosidase A (human) modulation; actives 0.008% (n = 240,000); Potency, µM (series often up to 80 µM), without a hit: at the highest dose activity change, negative = inhibition, most hits filed as inhibitors; P06280; human spleen homogenate, 4MU-alpha-Gal fluorescence, 40 min;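 note: potency is the fitted concentration of half-maximal effect; 0% = enzyme with vehicle and -100% = no enzyme basal signal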
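Human spleen homogenate (1 ug) as enzyme source, 4-methylumbelliferyl-alpha-D-galactopyranoside 1 mM final, citrate/phosphate pH 5.0 with 0.01% Tween-20. Compounds 40 min at 37C, NaOH/glycine stop; fluorescence Ex 365/Em 440, Hill-fit AC50.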
Numbers without * were called inactive; u = inconclusive; x = no result given; [ ] = another dose, or the depositor's remark. Unless noted, calls come from the whole dose curve; as a rule, active = well fitted curve in the direction sought with a large enough effect; inconclusive = small, poorly fitted or top-dose-only effect, or another doubt; inactive = no such curve, though single readings can be large; an effect the other way counts as inactive or inconclusive. The list is partial. The share of hits here may be higher or lower than overall.

Below each SMILES: Tau fluor cs	NPSR antag	Epigenetic reg	TexasRed fluor	Tau FP inhib	TRb SRC2 PPI	CBFb-RUNX1 inh	aGal spleen mod
COc1ccc(-n2c(=O)c3c4c(sc3n(Cc3ccccc3)c2=O)CN(C(C)=O)CC4)cc1OC
→ 10%	x	0.0%	-20%	3%	2%	x	x
C=CCN(CC=C)C(=S)NC(=O)c1ccc(C)c(Br)c1
→ -26%	7%	-1.9%	-3%	-2%	-2%	-10%	4%
CCCCNC(=O)C(c1ccc(OCC(=O)OC)c(C(=O)OC)c1)N(CCC1=CCCCC1)C(=O)CCCCCN1C(=O)NC(c2ccc(-c3ccccc3)cc2)C(C(=O)OCc2ccccc2)=C1C (stereo unspecified)
→ u	x	-0.5%	-5%	-8%	-4%	-2%	-9%
CC(=O)NCCN1C(=O)S/C(=C\c2cccs2)C1=O
→ -5%	-33%	1.1%	-1%	0%	1%	-23%	-16%
Cc1ccc(C(=O)N2C(CC(=O)Nc3ccc(Cl)cc3)C(=O)NC3CCCCC32)cc1 (stereo unspecified)
→ -17%	-17%	-1.6%	-1%	5%	1%	2%	8%
C/C(=N/NC(=O)c1ccc(Cl)s1)c1ccc(NC(=O)COc2ccc(Cl)cc2)cc1
→ -23%	-10%[46.1 µM]	8.3%	1%	u	3%	6%	1%
O=C(NC(Nc1nc2ccc([N+](=O)[O-])cc2s1)(C(F)(F)F)C(F)(F)F)c1cccnc1
→ -7%	-32%	-1.1%	u	2%	0%	1%	-3%
CN1C(=O)CS/C1=N\NC(=O)COc1cccc2cccnc12
→ 12%[2.34 µM]	-5%	1.1%	3%	-7%	-1%	-16%	-4%
O=C(COc1ccc(S(=O)(=O)N2CCOCC2)cc1)N1CCc2ccccc2C1
→ u	-12%	0.1%	1%	-8%	10%	6%	3%
CC(C)(C)C(=O)CCN1C(=O)C2(OCCO2)c2ccccc21
→ -5%	-5%[46.1 µM]	0.0%	-3%	-10%	-2%	15%	-12%
CC(=O)N1CC2(C)CN(C(C)=O)CC(C)(C1)C2
→ 8%	-7%[46.1 µM]	1.1%	-1%	4%	-14%	2%	-9%
COC(=O)c1ccccc1NC(=O)Cc1noc2ccc(C)cc12
→ -6%	x	0.8%	-21%	0%	-4%	x	x
COc1cccc(-c2cc(C(=O)Nc3c(C)n(C)n(-c4ccccc4)c3=O)no2)c1
→ -16%	-8%[46.1 µM]	-1.4%	1%	-2%	-5%	-2%	1%
CC(C)NC(=O)CC(=O)N/N=C/c1cccs1
→ -3%[2.34 µM]	15%	u	0%	-6%[2.34 µM]	6%	2%	5%
CCOC(=O)c1cc(S(=O)(=O)N2CCN(c3ccc(C(C)=O)cc3)CC2)[nH]n1
→ -5%	x	0.8%	2%	-3%	6%	x	x
O=C(CC1N=C2c3ccccc3N=C(SCc3ccccc3F)N2C1=O)NCCc1ccccc1 (stereo unspecified)
→ -5%	x	-1.3%	1%	1%	-6%	x	x
O=C(/C=C/c1ccco1)c1ccc(NC(=O)C23CC4CC(CC(C4)C2)C3)cc1
→ -19%	-29%[46.1 µM]	3.4%	0%	-2%	-5%	-5%	1%
Cc1ccc(CC2S/C(=N/N=C/c3ccco3)NC2=O)cc1 (stereo unspecified)
→ 7%	8%	-1.6%	0%	5%	-12%	0%	-1%
Cc1ccc(NC(=O)c2ccc(OC(=S)N3CCOCC3)cc2)cc1
→ 5%	4%[46.1 µM]	-2.2%	-4%	3%	0%	4%	6%
FC(F)(F)c1ccccc1NC(=S)NN=C1CCCCCC1
→ -19%	-20%	-4.2%	-3%	3%	16%	-3%	10%

8 compounds out of the list, arranged by length of the SMILES, rising.
Below each SMILES: Tau fluor cs	NPSR antag	Epigenetic reg	TexasRed fluor	Tau FP inhib	TRb SRC2 PPI	CBFb-RUNX1 inh	aGal spleen mod
CC(C)NC(=O)CC(=O)N/N=C/c1cccs1
→ -3%[2.34 µM]	15%	u	0%	-6%[2.34 µM]	6%	2%	5%
FC(F)(F)c1ccccc1NC(=S)NN=C1CCCCCC1
→ -19%	-20%	-4.2%	-3%	3%	16%	-3%	10%
CC(=O)N1CC2(C)CN(C(C)=O)CC(C)(C1)C2
→ 8%	-7%[46.1 µM]	1.1%	-1%	4%	-14%	2%	-9%
COC(=O)c1ccccc1NC(=O)Cc1noc2ccc(C)cc12
→ -6%	x	0.8%	-21%	0%	-4%	x	x
CC(C)(C)C(=O)CCN1C(=O)C2(OCCO2)c2ccccc21
→ -5%	-5%[46.1 µM]	0.0%	-3%	-10%	-2%	15%	-12%
Cc1ccc(NC(=O)c2ccc(OC(=S)N3CCOCC3)cc2)cc1
→ 5%	4%[46.1 µM]	-2.2%	-4%	3%	0%	4%	6%
O=C(CC1N=C2c3ccccc3N=C(SCc3ccccc3F)N2C1=O)NCCc1ccccc1 (stereo unspecified)
→ -5%	x	-1.3%	1%	1%	-6%	x	x
CCOC(=O)c1cc(S(=O)(=O)N2CCN(c3ccc(C(C)=O)cc3)CC2)[nH]n1
→ -5%	x	0.8%	2%	-3%	6%	x	x

Other records:
Below each SMILES: Tau fluor cs	NPSR antag	Epigenetic reg	TexasRed fluor	Tau FP inhib	TRb SRC2 PPI	CBFb-RUNX1 inh	aGal spleen mod
COc1ccc2oc(=O)c(C(=O)NCCc3c(C)[nH]c4ccc(C)cc34)cc2c1
→ u	x	-0.2%	-13%	u	7%	x	x
N#Cc1c(NC(=O)C2CC=CCC2C(=O)O)sc2c1CCCCCC2 (stereo unspecified)
→ 2%	-27%	-1.0%	-5%	12%	-3%	-21%	1%
Cc1ccnc(NC(=O)c2cc([N+](=O)[O-])cc([N+](=O)[O-])c2)c1
→ -7%	5%	2.6%	-1%	4%	-1%	-9%	4%
COC(=O)C(/C=N/O)NC(=O)c1ccccc1 (stereo unspecified)
→ 6%	13%	-0.5%	-5%	-7%	-3%	-11%	-9%
CCCOC(=S)N/C(=N\S(=O)(=O)c1ccccc1)c1ccccc1
→ 3%	-8%[46.1 µM]	0.0%	-7%	-2%	-4%	7%	-3%
O=C(NCC1CCCO1)C1C2C=CC3(CN(Cc4cccs4)C(=O)C13)O2 (stereo unspecified)
→ -9%	-3%[46.1 µM]	-2.6%	4%	-8%	-5%	4%	2%
CCCOC(=O)c1c(NC(=O)C(C)Sc2nc(-c3ccccc3)cc(C(F)(F)F)n2)sc(C(=O)N(C)C)c1C (stereo unspecified)
→ -13%	x	-0.1%	3%[11.2 µM]	-9%	-3%[11.2 µM]	x	x
Cc1ccc(/C=N/NC(=O)CNC(=O)c2ccc(S(=O)(=O)N(C)C)cc2)cc1
→ -8%	8%	0.9%	-1%	-2%	0%	-3%	-1%
COCCNS(=O)(=O)c1ccc(SC)cc1
→ -8%	-12%[46.1 µM]	2.4%	-1%	-2%	-10%	6%	3%
COc1cc(/C=N/NC(=O)c2cccc([N+](=O)[O-])c2)ccc1OCc1ccc(C)cc1
→ -27%	-4%[46.1 µM]	1.3%	-4%	u	6%	-5%	-7%
Cc1cc(=O)[nH]c2nnc(SCc3ccc(C(F)(F)F)cc3)n12
→ 6%	x	2.0%	-1%	-3%	3%	x	x
O=c1[nH]c(NCc2ccccc2)nc2c1CCCC2
→ -4%	0%[46.1 µM]	0.9%	1%	-2%	-11%	2%	8%
CCOc1ccc(NC(=O)CCC(=O)N2CCSc3ccccc32)cc1
→ -20%	x	8.0%	-2%	7%	-1%	x	x
c1ccc(-c2csc(Nc3ncccn3)n2)cc1
→ -16%	29%	-1.0%	0%	4%	-2%	2%	-3%
CC(=O)c1ccc(C(=O)Nc2nnc(-c3ccc(Cl)cc3)o2)cc1
→ -11%	5%	1.1%	-4%	-1%	3%	-4%	3%
CC(C)=CC(=O)Nc1nnc(-c2ccccc2C)s1
→ -15%	-9%	-1.1%	-4%	-4%	1%	2%	5%
COc1cccc(CN2CCNC(=O)C2CC(=O)NCc2cc(C(C)C)no2)c1 (stereo unspecified)
→ -6%	-7%	0.1%	-1%	-2%	-1%	5%	6%
COc1ccccc1N1CCN(C(=O)c2cc(-c3ccco3)on2)CC1
→ -7%	-6%[46.1 µM]	0.7%	4%	6%	1%	-4%	4%
COc1ccccc1CNC(=O)c1cn(C)c(=O)c2cc(OC)c(OC)cc12
→ 1%	-20%[46.1 µM]	-6.1%	2%	-1%	-15%	0%	3%
Cc1ccc(N(C(=O)C2CCC(=O)N2)C2(C(=O)NC3CCCCC3)CCCCC2)cc1 (stereo unspecified)
→ 6%	-6%[46.1 µM]	-2.5%	3%	7%	-6%	8%	3%
COCCCn1c(SCc2nc3ccccc3c(=O)[nH]2)nc2ccccc2c1=O
→ -19%	-15%[46.1 µM]	2.6%	-2%	-11%	-5%	0%	3%
Cc1c(NC(=O)CN2C(=O)C(=O)N(Cc3ccccc3)C2=O)c(=O)n(-c2ccccc2)n1C
→ -3%	-28%	3.1%	0%	-4%	6%	3%	-7%
CCOC(=O)c1nnn(-c2ccc([N+](=O)[O-])cc2)c1C
→ -10%	12%	0.0%	-7%	6%	-5%	-4%	-2%
O=C(c1ccc(F)cc1)N1CCCCC(Sc2nnc3ccccn23)C1=O (stereo unspecified)
→ -1%	-8%[46.1 µM]	-0.7%	-2%	-2%	-12%	4%	-12%
COc1ccc(-c2csc3ncn(CC(=O)N4CCOCC4)c(=O)c23)cc1
→ -6%	1%	0.0%	-7%	-1%	-6%	-1%	11%
